N370S GC: qHTS Assay for Inhibitors and Activators of N370S glucocerebrosidase as a Potential Chaperone Treatment of Gaucher Disease. Lysosomal acid glucosylceramidase (Homo sapiens), P04062. N370S GC spleen homogenate, 4MU-glucoside fluorescence. Potency, µM (titrated, usually from 59.4 µM), inactives show at the highest dose activity change, negative = inhibition, hits mostly inhibitors. 330,000 tested, 0.092% active;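 also: 0% = full enzyme activity and -100% = no enzyme basal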
FEN1 inhibitor: qHTS Assay for the Inhibitors of Human Flap endonuclease 1 (FEN1); Recombinant FEN1 flap cleavage, fluorescence, 15 min; 390,000 tested, 0.35% active; Potency, µM (doses to about 114 µM), for the others: at the top dose activity change, negative = inhibition, usual class: inhibitors; P39748; also: nearly all actives have a fitted effect of over 65% in size
Target sequence (P39748 whole entry, looked up): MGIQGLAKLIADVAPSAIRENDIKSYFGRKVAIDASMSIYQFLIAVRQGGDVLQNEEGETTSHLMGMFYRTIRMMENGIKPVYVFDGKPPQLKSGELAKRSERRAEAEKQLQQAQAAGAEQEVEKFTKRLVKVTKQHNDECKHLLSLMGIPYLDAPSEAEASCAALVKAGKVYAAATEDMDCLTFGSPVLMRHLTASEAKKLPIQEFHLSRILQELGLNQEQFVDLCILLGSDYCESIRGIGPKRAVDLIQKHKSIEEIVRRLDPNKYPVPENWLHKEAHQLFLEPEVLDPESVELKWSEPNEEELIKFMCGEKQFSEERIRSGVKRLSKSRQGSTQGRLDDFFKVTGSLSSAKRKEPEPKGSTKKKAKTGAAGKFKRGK
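Enzyme 10 nM, 15 min RT preincubation with compound; start with substrate 50 nM final; reads at 0 and 15 min; qHTS titration, four-parameter Hill fit.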
KAT2A inh: qHTS Assay for Inhibitors of GCN5L2. Histone acetyltransferase KAT2A (Homo sapiens), Q92830. GCN5L2 HAT assay, ThioGlo1 CoA-SH fluorescence. Potency, µM (titrated, usually from 58.9 µM), without a hit: at the top dose activity change, negative = inhibition, actives largely listed as inhibitors. 390,000 tested, 0.21% active
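ThioGlo1-coupled HAT assay: 20nM GCN5L2, 70uM acetyl-CoA, 75uM H3(1-25) peptide, pH 7.5. Fluorescence read at 340/540nm at start and after 20 min at room temperature.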
Numbers without * were called inactive; ? = inconclusive; · = not tested or not shown; [ ] = remark or other dose. Calls follow the shape of the dose curve; as a rule, active = well fitted curve in the direction sought with a large enough effect; inconclusive = small, poorly fitted or top-dose-only effect, or another doubt; inactive = no such curve, though single readings can be large; an effect the other way counts as inactive or inconclusive. Unless noted, % is scaled to controls: 0 for no effect and ±100 for the full control effect; potency is read from the fitted curve at half-maximal effect. This is a subset, so the mix of outcomes need not match the whole.

#1 Cc1ccc(-n2ncc(N(C)C)c(Cl)c2=O)cc1
#2 O=C(c1ccco1)N1N=C(c2ccc(Br)cc2)CC1c1ccco1 (stereo unspecified)
#3 CC(=O)Nc1ccc2nc(CN3CCC(CO)(CCc4ccccc4)CC3)ccc2c1
#4 COC(=O)CCN(C(=O)c1ccc([N+](=O)[O-])cc1)c1ccccn1
#5 CCOc1ccccc1C(=O)Nc1ccc(S(=O)(=O)Nc2onc(C)c2C)cc1
#6 CN(C)CCCN(C(=O)c1cccs1)c1nc2cc3c(cc2s1)OCO3
#7 CC(CN1C(C)CCCC1C)OC(=O)c1ccc(Cl)cc1Cl (stereo unspecified)
#8 O=C(NCCc1ccccc1)c1c[nH]c2ccc(S(=O)(=O)Nc3ccc(F)cc3F)cc2c1=O
Screen / compound no.,1,2,3,4,5,6,7,8
N370S GC,-7.4%,·,9.0%,-6.3%,·,0.6%,-2.9%,·
FEN1 inhibitor,5.7%,0.2%,-3.2%,4.9%,9.0%,-9.9%,1.3%,-3.7%
KAT2A inh,-3.2%,-1.6%,1.4%,-1.3%,-0.2%,-8.7%,-1.6%,-3.0%

#9 Cc1ccc(NC(=O)Cn2c(-c3ccc(F)cc3)cnc2SCC(=O)Nc2c(C)cccc2C)cc1
#10 CC(=O)Nc1cccc(-c2csc(Nc3ncccn3)n2)c1
#11 O=C1c2sc3nc4c(c(=O)n3c2C(=O)N1c1ccccc1)CCC4
#12 Cc1ccc(NS(=O)(=O)c2cc(C(=O)N3CCCC3)ccc2C)cc1C
#13 Cc1ccc(NC(=O)c2cc(-c3cccs3)nc3ccccc23)nc1
#14 CC(C)(C)CC(C)(C)c1ccc(OCOCCOCCO)c(Cc2cc(C(C)(C)CC(C)(C)C)cc(Cc3cc(C(C)(C)CC(C)(C)C)ccc3OCOCCOCCO)c2OCOCCOCCO)c1
#15 Cc1nn(C)c(-c2n[nH]c(=S)n2Cc2ccco2)c1Cl
#16 CS(=O)(=O)N(CC(=O)NCc1cccnc1)Cc1ccc(Cl)cc1
Screen / compound no.,9,10,11,12,13,14,15,16
N370S GC,19.1%,-4.6%,-2.7%,-6.9%,6.8%,-20.9%[21.6 µM],5.1%,-5.7%
FEN1 inhibitor,4.4%,·,0.1%,-9.8%,-5.2%,·,0.8%,-3.7%
KAT2A inh,1.7%,-2.3%,-5.1%,1.4%,-10.4%,0.0%[21.4 µM],-2.9%,1.4%

#17 Cc1ccccc1NC(=O)c1cc(S(=O)(=O)N2CCOCC2)ccc1F
#18 COc1ccc(-c2noc(CNC(=O)c3ccc4c(c3)OCO4)n2)cc1OC
#19 CS(=O)(=O)c1ccc(Cl)c(NC(=O)C2CCN(S(=O)(=O)c3cccs3)CC2)c1
#20 COc1ccc(C(=O)NCCNc2nc3cc(C)c(C)cc3cc2C)cc1
#21 CC[C@@]12C(=O)N(c3cccc(Br)c3)C(=O)N1[C@H](c1cccc(C)c1)[C@@H]1C(=O)N(Cc3ccccc3)C(=O)[C@@H]12
#22 C/C(=N\NC(=O)C1CCCC1)c1ccc(C(C)C)cc1
#23 COC(=O)C(Cc1ccccc1)NC(=O)CNS(=O)(=O)c1ccc(Br)cc1 (stereo unspecified)
#24 COc1cc(CNCCCN2CCOCC2)ccc1OCC(=O)Nc1cccc(C(F)(F)F)c1
Screen / compound no.,17,18,19,20,21,22,23,24
N370S GC,-1.7%,2.0%,·,-3.6%,5.6%,-0.9%,0.8%,·
FEN1 inhibitor,1.7%,8.8%,-9.2%,-14.2%,-12.8%,-10.1%,0.3%,-0.7%
KAT2A inh,0.3%,-2.9%,-0.6%,1.9%,-8.8%,-2.4%,-1.8%,-4.3%

#25 COc1cccc(NC(=O)COC(=O)c2c(F)cccc2F)c1
#26 CCn1cc2nc(SCc3ccccc3Cl)n(CCc3ccccc3)c(=O)c2n1
#27 CCOC(=O)C1CCN(C(=O)c2cnn(-c3ccc(F)cc3)c2-n2cccc2)CC1
#28 Cc1ccc(S(=O)(=O)NCCCC(=O)C=[N+]=[N-])cc1
#29 COc1ccc(CN(CCC(c2ccc(F)cc2)C2CCOC(C)(C)C2)C(=O)c2ccco2)cc1 (stereo unspecified)
#30 N#C/C(=C\c1ccc(O)c(O)c1)C(=O)NCCCNC(=O)/C(C#N)=C/c1ccc(O)c(O)c1
#31 O=C(Cn1c(=O)oc2cc(Cl)ccc21)Nc1cccc(C(F)(F)F)c1
#32 Cn1ncc2c(N3CCN(c4ccc(Cl)c(Cl)c4)CC3)ncnc21
Screen / compound no.,25,26,27,28,29,30,31,32
N370S GC,23.1%,·,·,6.3%,29.0%,-22.5%,·,-6.2%
FEN1 inhibitor,-3.9%,-0.1%,12.7%,8.5%,-9.0%,·,12.3%,1.7%
KAT2A inh,-6.6%,21.8%,0.3%,1.3%,-18.8%,-26.8%,-1.8%,0.0%

#33 N#Cc1cccc(NC(=O)CN2NS(=O)(=O)c3ccccc3C2=O)c1
#34 CC(C)[C@H](NC(=O)c1ccco1)C(=O)OCC(=O)Nc1ccc(F)cc1
#35 CC1Cc2cc(S(=O)(=O)NCCc3ccccc3)ccc2N1C(=O)C1CCC1 (stereo unspecified)
#36 COc1cc2c(cc1OC)C(COc1ccccc1OC)N(C(=O)COc1ccc(Cl)cc1)CC2 (stereo unspecified)
#37 Cc1ccc(SCCC(=O)N2CCC(C(N)=O)CC2)cc1
#38 Cc1cc(C)c(CN2CCN(C(=O)Cn3cnc4c(OCc5ccccc5)ncnc43)CC2)c(C)c1
#39 O=C(Oc1ccccc1)N1CCC2(CCCN(c3ccccn3)C2)CC1
#40 Cc1csc(NC(=O)c2cccc(S(=O)(=O)N3CCCCC3)c2)n1
Screen / compound no.,33,34,35,36,37,38,39,40
N370S GC,10.8%,?,·,·,-7.4%,·,-13.0%,-0.6%
FEN1 inhibitor,-3.8%,-0.8%,-6.8%,4.6%,-7.7%,-13.9%,·,-3.3%
KAT2A inh,-5.4%[0.501 µM],-2.4%,-9.8%,-15.5%,-8.2%,-9.1%,-5.0%,-0.1%

#41 CCc1ccc(NC(=O)CSc2nnc(SCC(=O)Nc3ccc(CC)cc3)n2N)cc1
#42 COc1ccc(C/C(C)=N/Nc2nc(C)cc(=O)[nH]2)cc1
#43 O=C(Nc1ccc(F)cc1F)c1ccc(-c2ccccc2)s1
#44 CCOC(=O)c1cnc(-c2ccccc2)nc1N1CC(C)OC(C)C1 (stereo unspecified)
#45 Cc1nn(-c2ccccc2)c(C)c1NC(=O)COC(=O)c1ccc(O)cc1O
#46 C=CCNC(=O)c1cc(Cl)ccc1Cl
#47 N#CC1(NC(=O)CSc2nnc(Nc3ccccc3F)s2)CCCC1
#48 CCOC(=O)C1(C)C=C(Nc2ccc(OCC)cc2)C(=O)N1c1ccccc1 (stereo unspecified)
Screen / compound no.,41,42,43,44,45,46,47,48
N370S GC,5.1%,-10.3%,·,0.8%,-0.9%,8.1%,·,-0.4%
FEN1 inhibitor,-9.7%,-1.9%,17.9%,4.5%,-6.4%,-12.5%,-11.6%,6.0%
KAT2A inh,-0.6%,-5.2%,-2.2%,1.0%,-3.1%,-4.9%,-5.8%,-5.0%

#49 O=c1cc(-c2ccccc2)nc(SCc2nc(-c3ccc(C(F)(F)F)cc3)no2)[nH]1
#50 N#CC(c1ccccc1)c1ccc(C(=O)c2ccc(F)cc2)cc1 (stereo unspecified)
#51 CC(Oc1cccc(F)c1)C(=O)Nc1ccc(N2CCOCC2)cc1 (stereo unspecified)
#52 CCOC(=O)C1CCCN(c2c(NCCCN(C)c3ccccc3)c(=O)c2=O)C1 (stereo unspecified)
#53 COc1ccc(C(=O)N/C(=C\c2cn(S(=O)(=O)N(C)C)c3ccccc23)C(=O)NCCN2CCOCC2)cc1
#54 COCc1nnc(NC(=O)CSc2ccccc2)s1
#55 O=C(COC(=O)c1cc(Br)ccc1O)NNC(=O)c1cccs1
#56 Fc1ccc(-n2c(-c3ccco3)n[nH]c2=S)cc1
Screen / compound no.,49,50,51,52,53,54,55,56
N370S GC,·,4.9%,·,5.3%,-27.7%,1.6%,·,-9.3%
FEN1 inhibitor,-9.5%,-6.0%,-1.8%,12.2%,18.7%,-1.4%,-8.0%,16.3%
KAT2A inh,-14.3%,-4.9%,-2.2%,-5.2%,-3.7%,-0.2%,-11.6%,23.0%

#57 Cc1cc(=O)[nH]c(SCC(=O)NNC(=O)Cc2ccccc2)n1
#58 CCN(Cc1ccccc1)Cc1ccc(OCc2ccccc2)cc1
#59 Cc1ccc(OCCCCN(C)Cc2ccccc2)c(Br)c1
#60 O=C(NCCCc1ccccc1)Nc1ccccc1
#61 CC(C)CCn1c(COc2ccccc2)nn(CCC#N)c1=S
#62 C[C@@H]1CCCCCCCCC(=O)OCCN(C(=O)OC(C)(C)C)[C@H](C)CCCCCCCCC(=O)OCCN(C(=O)OC(C)(C)C)[C@H](C)CCCCCCCCC(=O)OCCN(C(=O)OC(C)(C)C)[C@H](C)CCCCCCCCC(=O)OCCN1C(=O)OC(C)(C)C
#63 Cc1ccc2nc(SCC(=O)Nc3ccc4c(c3)CCC4)[nH]c2c1
#64 Cc1nc2ccccn2c1/C(O)=C1\C(=O)C(=O)N(CCN2CCOCC2)C1c1cccnc1 (stereo unspecified)
Screen / compound no.,57,58,59,60,61,62,63,64
N370S GC,0.9%,-3.4%,1.4%,1.3%,-1.2%,·,0.5%,2.3%
FEN1 inhibitor,-5.2%,-1.8%,-4.1%,-2.0%,-23.1%,17.7%,12.4%,38.5%[activator]
KAT2A inh,6.8%,0.9%,-3.8%,-0.8%,-20.6%,-5.7%,-4.1%,114.9%[activator]

Complete entries as entered above. Screens in order: N370S GC	FEN1 inhibitor	KAT2A inh
Results for COc1ccc(C(=O)N/C(=C\c2cn(S(=O)(=O)N(C)C)c3ccccc23)C(=O)NCCN2CCOCC2)cc1 → -27.7%	18.7%	-3.7%
Results for Cc1ccc(NS(=O)(=O)c2cc(C(=O)N3CCCC3)ccc2C)cc1C → -6.9%	-9.8%	1.4%
Results for COc1ccc(-c2noc(CNC(=O)c3ccc4c(c3)OCO4)n2)cc1OC → 2.0%	8.8%	-2.9%
Results for N#Cc1cccc(NC(=O)CN2NS(=O)(=O)c3ccccc3C2=O)c1 → 10.8%	-3.8%	-5.4%[0.501 µM]
Results for COc1ccc(C(=O)NCCNc2nc3cc(C)c(C)cc3cc2C)cc1 → -3.6%	-14.2%	1.9%

New compounds follow:
#65 O=C(NCCc1ccccc1)C1CCC(CNS(=O)(=O)c2cccs2)CC1 (stereo unspecified)
#66 O=C(CSc1nnc(CNC(=O)c2c(F)cccc2Cl)o1)NC1CCCC1
#67 CC1(C)NC(=O)N(CC(=O)N2CCC(Cc3ccccc3)CC2)C1=O
#68 O=C(Cn1c2ccccc2c2nc3n(c(=O)c21)CCS3)N1CCCC1
#69 CCOCCc1nn2c(=O)cc(COC(=O)c3ccc(NC(=O)c4ccc(F)cc4)cc3)nc2s1
#70 Cn1c(N)c(C(=O)COC(=O)Cc2ccc(Cl)cc2)c(=O)n(C)c1=O
#71 NS(=O)(=O)c1cccc(NC(=O)CCC(=O)c2cccs2)c1
#72 Cc1cc(C)nc(SCC(=O)Nc2nccs2)n1
Screen / compound no.,65,66,67,68,69,70,71,72
N370S GC,-7.5%,-4.0%,-6.2%,4.4%,·,-5.1%,-10.9%,-12.9%
FEN1 inhibitor,-12.1%,4.4%,17.4%,-16.9%,5.7%,14.2%,4.4%,0.0%
KAT2A inh,-5.8%,2.0%,2.1%,-5.7%,25.2%,-10.9%,-17.2%,-2.2%

#73 CCC(C(=O)Nc1cc(Cl)ccc1OC)n1nc(-c2ccccc2)ccc1=O (stereo unspecified)
#74 CCC(NC(=O)Nc1ncccc1C)(C(F)(F)F)C(F)(F)F
#75 Cc1cc(C(=O)COc2ccc([N+](=O)[O-])cc2)c(C)n1C1CC1
#76 Cc1nc2ccccc2nc1OCC(=O)N1CCN(c2ccccc2)CC1
#77 CCOC(=O)C1C(C(=O)OCC)C1(c1ccccc1)c1ccccc1 (stereo unspecified)
#78 Cc1ccc(C(=O)Nc2ccccc2C(=O)N2CCOCC2)cc1[N+](=O)[O-]
Screen / compound no.,73,74,75,76,77,78
N370S GC,·,7.3%,-0.2%,?,16.3%,-1.2%
FEN1 inhibitor,-22.9%,10.3%,-16.5%,-3.8%,-8.4%,-12.8%
KAT2A inh,-16.1%,3.5%,-5.9%,-2.7%,-2.3%,0.5%
